Screening results (PubChem BioAssay)
INS-1E GSIS act = GLuc luminescence reporter in INS-1E cells, primary screen for activators of glucose-dependent secretion of insulin. INS-1E GLuc reporter insulin secretion, 2-3 h. activation, % at 16.6 µM. actives 0.61% (n = 370,000);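 active means lowest replicate activation of at least 40%, so every replicate reaches that level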;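 further: 0% = median of neutral control wells and 100% = median of IBMX positive control wells; some compounds called inactive have numbers as strong as hits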
ARNT TACC3 PPI = disruptors of ARNT/TACC3 protein interaction, primary screen, biochemical, AlphaScreen, single concentration. AlphaScreen His-ARNT PAS-B/GST-TACC3 binding, luminescence; TACC3 fragment carries E629A point mutation. inhibition, % at 9.99 µM. actives 0.66% (n = 390,000). AID 623870, 2012;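 active means mean inhibition of replicates at least 50% and at least half of replicates each reaching 50%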;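 further: 0% = complete ARNT plus TACC3 wells and 100% = ARNT alone without TACC3; many hits fall short of the cut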
The depositor's hits bear a star; & = joins results of further samples. Some of the compounds tested; the hit share may differ from the screen's.

Order of results: ARNT TACC3 PPI | INS-1E GSIS act
> CC(=O)N(C)C1(c2nnnn2CCOC(=O)Nc2ccc(Cl)cc2)CCCCC1
 : -4 | -4
> CC1=CCC(C(C)(C)NC(=O)c2ccccc2)C/C1=N\O (stereo not drawn)
 : -6 | 8
> O=C(CSc1ncccn1)N/N=C/c1cccs1
 : 29 | -3
> Cc1ccc(N=Nc2c(=O)[nH]n3c(C)cc(C)nc23)cc1
 : 1 | -8
> CCSc1nnc(NC(=O)CSc2nc3c(c(=O)n2-c2ccccc2)SCC3)s1
 : -3 | -2
> O=C(CSc1nnnn1C1CCCC1)Nc1ccc2c(c1)OCO2
 : -6 | 9
> Cc1cnc(C(=O)OCC(=O)NC(C)C)cn1
 : -2 | 29
> Cc1ccc(C(=O)Nc2nnc(C)s2)o1
 : -1 | 1
> O=C(c1cccc(S(=O)(=O)N2CCCC2)c1)N1CCN(c2ccccc2)CC1
 : 2 | -19
> CCc1c(C)c(C#N)c2nc3ccccc3n2c1NCc1ccco1
 : -16 | 10
> Cc1ccc(S(=O)(=O)NC(CC(C)C)C(=O)NCc2ccco2)cc1 (stereo not drawn)
 : 2 | 13
> O=C(Nc1nc(-c2ccccc2Cl)cs1)c1cccnc1
 : -3 | 12
> CN1/C(=C/C2CC(=O)N(c3cccc4ccccc34)C2=O)C(C)(C)c2ccccc21 (stereo not drawn)
 : 1 | -25
> CCC1(C)N([O-])C(C)=C(c2ccccc2)[N+]1=O (stereo not drawn)
 : -4 | 34
> COc1cccc(C(=O)CSc2nnc(-c3cc(OC)c(OC)c(OC)c3)o2)c1
 : -2 | 7
> COc1cccc(-c2nn(-c3ccccc3)cc2C(=O)Nc2nccs2)c1
 : 9 | -40
> CCN(CC)CCCNC(=O)C1c2ccccc2C(=O)N1Cc1ccc(C)cc1 (stereo not drawn)
 : 25 | 27
> Cc1ccccc1OCC(=O)OCC(=O)c1ccc(OC(=O)c2ccccc2)cc1
 : -3 | -5
> CN(C)Cc1ccc(O)c(CCc2ccccc2)n1
 : -5 | 18
> Cc1ccsc1/C=N/NC(=O)c1cccs1
 : 6 | -2
> O=C(CN1C(=O)/C(=C/c2ccccc2)SC1=S)Nc1ncc(Cc2ccccc2)s1
 : 1 | -14
> COc1ccc([C@H]2[C@H](C(=O)C(C)(C)C)N3N=Cc4ccccc4C3C23C(=O)OC(C)(C)OC3=O)cc1 (stereo partly drawn)
 : 22 | 20
> CCCCCn1c(N2CCOCC2)nc2c1c(=O)n(CC(N)=O)c(=O)n2C
 : -6 | 8
> CS(=O)(=O)Nc1ccc(N2CCCCC2)c(Cl)c1
 : -8 | -7
> CCN(C(=O)CSc1nc2nc(C)cc(C)n2n1)c1cccc(C)c1
 : -4 | 16
> Cc1[nH]c2ccccc2c1/C=C(\C#N)C(=O)NC(C)c1ccccc1 (stereo not drawn)
 : 6 | -22
> COc1ccc(C2NC(=S)NC3=C2CCc2cc(OC)ccc23)cc1 (stereo not drawn)
 : 5 | -14
> Cn1nnnc1SCC(=O)Nc1ccccn1
 : -2 | 38
> COC(=O)c1sc(NC(=O)C(C)C)c(C(=O)OC)c1C
 : -4 | 12
> COc1ccc(S(=O)(=O)N(CC(=O)O)Cc2ccccc2)cc1OC
 : -5 | -2
> CCOC(=O)c1c(C)n(C)c2ccc(OCC(O)CNC(CC)CO)cc12 (stereo not drawn)
 : -2 | 14
> COc1ccccc1CC(=O)Nc1cc(Cl)ccc1O
 : 3 | -10
> O=C(Cc1cccs1)Nc1nnc(-c2ccncc2)s1
 : 3 | -1
> c1ccc(-n2nnnc2SCc2cn3cccnc3n2)cc1
 : 3 | -3
> CCOC(=O)c1c(C)[nH]c(C=C2C(=O)CCCC2=O)c1O
 : -3 | 4
> c1ccc(-c2noc(C34CC5CC(CC(C5)C3)C4)n2)cc1
 : -1 | -23
> Cc1ccc(O)c(C2=NOC(O)(C(F)(F)F)C2)c1 (stereo not drawn)
 : -12 | 52*
> Cc1ccc(C(=O)NCCSc2snnc2C)cc1
 : -4 | 6
> Nc1nnc(Cc2ccc(Cl)cc2Cl)s1
 : -11 | 6
> CCC1C(C#N)=C(N)OC2=C1C(=O)CC(C)(C)C2 (stereo not drawn)
 : -3 | 7
> CCOC(=O)c1[nH]c(C)c(C(=O)N2CCN(c3ccccc3)CC2)c1C
 : -6 | -6
> COc1cc(C2C(C#N)=C(N)Oc3cc(N(C)C)ccc32)cc2c1OCO2 (stereo not drawn)
 : -5 | -5
> CC(=O)/C(C#N)=C1\NC(=O)C(Cc2ccc(C)c(C)c2)S1 (stereo not drawn)
 : 0 | -21
> Cc1ccn2cc(CSc3ccccc3N)nc2c1
 : 3 | 1
> Cc1cccc(C)c1NC(=S)N1CCC(N(C)CC2CCCO2)CC1 (stereo not drawn)
 : -1 | 3
> COc1ccc(Oc2ccccc2/C=N/O)cc1
 : -1 | 18
> Cc1ccc(C)c(-n2ccnc2SCC(=O)O)c1
 : -3 | 22
> C=C(C)c1cccc(C(C)(C)NC(=O)Nc2ncccn2)c1
 : 5 | -2
> Cc1ccccc1NC(=O)CNc1ccccc1C(=O)NCc1ccco1
 : 0 | -11
> COC(=O)Nc1ccc(C)cc1NC(=O)OC
 : -5 | -14
> COc1ccccc1-n1nc(C(=O)O)c2ccccc2c1=O
 : -3 | 21
> O=C(N1CCCCC1)C12CC3CC(C1)CC(C(=O)N1CCCCC1)(C3)C2
 : -7 | -3
> CN1CCN(CCc2nc3cc(NC(=O)COc4ccccc4)ccc3n2C)CC1
 : 1 | 9
> Cc1ccnc(NS(=O)(=O)c2ccc(NC(=O)C3CCCNC3=O)cc2)n1 (stereo not drawn)
 : 1 | -1
> COc1cccc(NC(=O)CSc2nncn2N)c1
 : 2 | 8
> O=C(Nc1ccccc1)N(Cc1cccnc1)Cc1ccco1
 : 0 | 2
> CCOC(=O)N/N=C/c1ccc(C)o1
 : -5 | 4
> Cc1ccccc1CSCC(Nc1ccc(C(=O)O)cc1[N+](=O)[O-])C(=O)O (stereo not drawn)
 : -6 | -2
> CCOC(=O)C(Cc1ccccc1)C(=O)Nc1ccccc1C (stereo not drawn)
 : 4 | 5
> CCN1C(=O)N(c2cccc3ccccc23)C(C)=CC1(C)C
 : -8 | -6

Later entries:
Order of results: ARNT TACC3 PPI | INS-1E GSIS act
> CS(=O)(=O)N1CCc2cc(S(=O)(=O)Nc3ccc4oc5c(c4c3)CCCC5)ccc21
 : -7 | -33
> Cc1cc(C)c2c(n1)sc1c(N3CCN(CCO)CC3)ncnc12
 : 5 | 37
> Nc1nc(-c2ccc([N+](=O)[O-])cc2)cs1
 : -9 | -16
> Cn1c(Sc2ccc(Br)cc2)c(C=O)c2ccccc21
 : 7 | -34
> CN(C)CCC(=O)c1ccc(Cl)cc1
 : 1 | 32
> O=C(CCSCc1ccccc1Cl)N1CCN(c2cccc(Cl)c2)CC1
 : -2 | -19
> CCOc1c(Cl)cc(Cl)cc1CNCCNCCO
 : 2 | 11
> Cc1[nH]nc(SCC(=O)NC(C)c2ccccc2)c1[N+](=O)[O-] (stereo not drawn)
 : 5 | 12
> Cc1cc(NC(=O)c2nn3cccnc3c2Cl)no1
 : 3 | 21
> CC(=O)/C(=N\Nc1ccccc1Cl)Sc1cccc2cccnc12
 : 28 | -14
> CC(C)CC(=O)Nc1ccc(-c2cn3ccsc3n2)cc1
 : 9 | -4
> O=C(CSc1ncnc2c1cnn2-c1ccccc1)Nc1ccc2c(c1)OCO2
 : -43 | 0
> COc1ccc(C(=O)OC2CCN(C)CC2)cc1
 : -33 | 21
> Cc1nc(SCc2cccc(F)c2)[nH]c(=O)c1C#N
 : 5 | 13
> COc1ccc(C(=O)N/C(=C/c2cccs2)C(=O)NCCCn2ccnc2)cc1OC
 : 6 | 29
> CC1(C)Oc2ccc3ccc(=O)oc3c2/C(=C/Nc2ccccn2)C1=O
 : 3 | -13
> Cc1nn2c(=O)c(NC(=O)c3ccc(F)cc3)cnc2s1
 : 2 | -10
> Cc1ccccc1C(=O)c1cccn1CC(=O)O
 : 12 | -5
> CC(=O)Nc1cccc(N(C)C)c1
 : 26 | -6
> O=C1CC(SC(=Nc2ccccc2)Nc2ccccc2)C(=O)N1c1cccc2ccccc12 (stereo not drawn)
 : 0 | -32
> Cc1cc(C)n(C(=O)c2ccc(NC(=O)C3COc4ccccc4O3)cc2)n1 (stereo not drawn)
 : 1 | 4
> NC(=O)c1ccccc1N/C=C/C(=O)c1ccco1
 : -3 | 1
> COc1ccc(CC(=O)Nc2c3c(nn2-c2ccccc2C)CS(=O)C3)cc1 (stereo not drawn)
 : -23 | -4
> Cc1cc(C)cc(NC(=O)CN2C(=O)NC(C)(c3ccccc3)C2=O)c1 (stereo not drawn)
 : 5 | 4
> COc1ccc(-c2nc(N)n[nH]2)cc1OC
 : 7 | 7
> O=C(CCN1CCCCCC1)Nc1ccc(F)cc1
 : 1 | 3
> CC1(C)Cc2cccc(OCC(O)CN3CCN(c4ccccn4)CC3)c2O1 (stereo not drawn)
 : -11 | -3
> O=C(CCN1C(=O)c2cccnc2C1=O)NC1CCCCCC1
 : 59* | 9
> CN1C(=O)N(C)C2C1N(CN1CCCCC1)C(=O)N2CN1CCCCC1 (stereo not drawn)
 : 0 | 14
> O=C(Nn1cnnc1)C(Sc1ccccc1)c1ccccc1 (stereo not drawn)
 : 1 | 5
> COc1ccc(NS(=O)(=O)Cc2ccccc2)cc1OC
 : 1 | 15
> O=C(CCc1nc(-c2ccccc2F)no1)NC1CCCCC1
 : -1 | -7
> Cc1ccc(S(=O)(=O)NCCC(=O)N2CCN(Cc3ccccc3)CC2)cc1
 : -31 | 23
> COc1ccccc1Nc1ncc(C(=O)Nc2ccc(OC)c(OC)c2)c2ccccc12
 : 2 | -6
> CCCOc1ccc(C2C(C#N)=C(N)Oc3nc[nH]c(=O)c32)cc1OC (stereo not drawn)
 : -5 | 11
> Cc1cccc(-c2nc(=S)c3c(o2)CCCC3)c1
 : 2 | -27
> CC(=O)N1CCN(Cc2nc3cc(NC(=O)Cn4nc(C)c5ccccc5c4=O)ccc3n2C)CC1
 : -3 | 29
> CCCOc1cccc(C2C(C(=O)c3ccco3)=C(O)C(=O)N2CCN(CC)CC)c1 (stereo not drawn)
 : 9 | 17
> O=C1CCCC2=C1C(c1cccs1)n1ncnc1N2 (stereo not drawn)
 : 9 | 25
> Cc1ccc2nc(NC(=O)C3CCN(S(=O)(=O)c4cccs4)CC3)sc2c1
 : -7 | -48
> CCc1cc(=O)n2c([nH]c3ccccc32)c1C#N
 : -3 | -28
> CCOC(=O)Cn1nc(/C=C/c2ccc(C)cc2)ccc1=O
 : 0 | -9
> C=CCOc1c(Br)cc(CNc2ccc(NC(=O)CCC)cc2)cc1OCC
 : -3 | -5
> Cc1cccc(Oc2ncnc3onc(C)c23)c1
 : -1 | 12
> NC(=O)NCC12CC3CC(CC(C3)C1)C2
 : -6 | 7
> COc1ccc(OC)c(N(CC(=O)Nc2cccnc2)S(=O)(=O)c2ccc(OC)c(OC)c2)c1
 : -2 | 18
> CCN(CC)c1ccc2cc(-c3nc4ccccc4n3C)c(=O)oc2c1
 : 29 | -12
> CC1=CC(C)=Nc2ccc(C)cc2N1
 : 6&-4 | 10
> CCOC(=O)c1c(N)sn(-c2ccccc2C)c1=S
 : 3 | 10
> Cn1c(=O)c2c(nc(-n3ccnc3)n2Cc2ccc([N+](=O)[O-])cc2)n(C)c1=O
 : -6 | 22
> COc1ccc(-c2noc(CSc3ccc(C)cc3)n2)cc1
 : -11 | -16
> NC(=O)CCS(=O)(=O)CCN1CCCCC1
 : -2 | -8
> COc1ccc(CN2CCn3ncc(C(=O)Nc4ccccc4)c3C2=O)cc1
 : 1 | 21
> N#Cc1cc(-c2ccc(Cl)cc2)cn(Cc2c(Cl)cccc2Cl)c1=O
 : -8 | -7
> Cc1ccc(N(c2ncnc(N)c2[N+](=O)[O-])C2CCCCC2)cc1
 : 29 | -20
> Cn1cc(Cl)c(C(=O)NC2CCCCCC2)n1
 : -2 | 13
> N#Cc1nc(-c2ccccc2F)oc1N1CCCC1
 : 0 | 14
> O=C(CSCc1ccccc1Cl)N1CCN(c2ccccn2)CC1
 : 9 | -11
> Clc1cccc(-c2nc(NCc3cccnc3)c3ccccc3n2)c1
 : -10 | -11
> Cc1ccc(OCc2ccc(C(=O)Nc3c(C)nn(Cc4c(F)c(F)c(F)c(F)c4F)c3C)o2)c([N+](=O)[O-])c1
 : 3 | -6

(listing goes on)
Order of results: ARNT TACC3 PPI | INS-1E GSIS act
> COc1cccc(NC(=O)c2oc3ccccc3c2NC(=O)C(C)(C)C)c1
 : -11 | -24
> CCCNC(=O)CC1Sc2ccccc2NC1=O (stereo not drawn)
 : 1 | 0
> O=C(OCC(=O)N1CCN(c2ccccc2)CC1)C1=COCCO1
 : -5 | 1
> O=C(CSc1nnc2scc(-c3ccccc3)n12)NCc1ccco1
 : -11 | 17
> CN(C)c1ccc(C(CC(=O)O)NC(=O)c2ccc(Cl)cc2)cc1 (stereo not drawn)
 : -3 | -2
> CCn1c(SCC(=O)NCc2ccc(C)cc2)nnc1-c1ccncc1
 : -17 | -8
> COc1ccccc1-c1cc(C(=O)Nc2cc(C)nn2-c2ccccc2)no1
 : -4 | 43
> Cc1ccccc1C(=O)c1c[nH]c(C(=O)NCCCn2ccnc2)c1
 : 9 | -2
> O=C(CC1CCCCC1)NCCOc1ccccc1
 : -5 | -8
> COc1ccc(-c2ccc(Nc3ccc(S(=O)(=O)N4CCCC4)cc3)nn2)cc1OC
 : 5 | -37
